hERG WT inh: qHTS for Inhibitors of KCHN2 3.1: Wildtype qHTS; Voltage-gated inwardly rectifying potassium channel KCNH2 (Homo sapiens), Q12809; U2OS, BacMam KCNH2, thallium flux FluxOr; hits give low values; activity change, % at 1.84 µM; 340,000 compounds, 0.37% hits;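 active means maximum activity change below -70%; inconclusive means maximum activity change between -70% and -50%; inactive means maximum activity change above -50%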; further: on the % scale 0 is the no-effect control and ±100 the full control effect
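U2OS cells transduced with wild-type KCNH2 virus are loaded with FluxOr dye for 45 min, and thallium flux is measured in kinetic reads before and after stimulation buffer. Rate constants are normalized to DMSO controls.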
KCNH2 3.1 inh: qHTS for Inhibitors of KCHN2 3.1: Mutant qHTS | AID 720553, 2013 | Potassium voltage-gated channel subfamily H member 2, brain isoform KCNH2 3.1 (human) | 340,000 compounds, 0.95% hits | U2OS KCNH2 3.1, thallium flux FluxOr; hits give low values | activity change, % (tested at about 1.8 µM);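 active means maximum activity change below -70%; inconclusive means maximum activity change from -70% to -50%; inactive means maximum activity change above -50%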;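 further: thallium influx rate constant from kinetic fluorescence after stimulation buffer; on the % scale 0 is the no-effect control and ±100 the full control effect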
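Thallium flux via FluxOr fluorescence (Red40 quencher, 45 min loading) in U2OS cells virally expressing the KCNH2 3.1 isoform (1.77 x 10^8 /mL virus, overnight at 37 C). Rate constants from 2-min kinetic reads post-stimulation, normalised to positive and negative controls.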
B2AR arrestin: qHTS assay of beta-arrestin-biased ligands of beta2-adrenergic receptor; Beta-2 adrenergic receptor (Homo sapiens), P07550; beta-arrestin recruitment to beta2AR, cell-based reporter; Potency, µM (series often up to 46.1 µM), without a hit: at the top dose activation, hits mostly activators; 330,000 compounds, 0.02% hits; AID 492947, 2010;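 further: potency means the concentration at half of the fitted maximal effect; 0% = DMSO controls and full agonism = EC100 isoproterenol or metaproterenol; nearly all actives have a fitted effect of over 65% in size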
Target sequence (P07550 whole entry, looked up): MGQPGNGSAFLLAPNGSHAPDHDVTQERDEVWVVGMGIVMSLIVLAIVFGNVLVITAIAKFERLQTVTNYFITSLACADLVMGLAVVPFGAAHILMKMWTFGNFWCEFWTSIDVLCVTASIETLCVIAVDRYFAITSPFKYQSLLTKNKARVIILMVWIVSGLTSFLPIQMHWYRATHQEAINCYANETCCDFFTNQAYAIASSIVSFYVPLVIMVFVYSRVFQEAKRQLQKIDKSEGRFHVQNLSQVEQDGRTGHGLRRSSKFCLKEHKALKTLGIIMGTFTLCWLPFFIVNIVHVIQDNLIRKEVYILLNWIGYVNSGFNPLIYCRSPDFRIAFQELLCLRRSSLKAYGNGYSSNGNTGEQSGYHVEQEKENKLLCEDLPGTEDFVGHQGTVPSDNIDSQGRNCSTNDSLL
FBPA coupling cs: qHTS Assay for Inhibitors of Fructose-1,6-bisphosphate Aldolase from Giardia Lamblia: Coupling assay counterscreen. coupling enzyme system counterscreen, AmpLite Red fluorescence. activity change, negative = inhibition, % at 58.2 µM, hits read low. 290,000 compounds, 0.67% hits; in the data active means activity change below about -30%; further: on the % scale 0 is the no-effect control and ±100 the full control effect
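First, compound is pin-transferred into glyceraldehyde-3-phosphate coupling-enzyme reagent at 57.5 uM final and held 10 min at RT. Next, substrate, coupling system and AmpLite Red are added. After 20 min RT, fluorescence (525/598 nm) is read.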
GALK inh: qHTS Assay for Inhibitors of Human Galactokinase (GALK). AID 1868, 2009. P51570. 270,000 compounds, 0.007% hits. Potency, µM (doses to about 57.5 µM), without a hit: at the highest dose activity change, negative = inhibition, most hits filed as inhibitors. Purified GALK, Kinase-Glo residual ATP luminescence; further: potency means the concentration at half of the fitted maximal effect; on the % scale 0 is the no-effect control and ±100 the full control effect
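ATP-depletion format; final 35 uM ATP, 100 uM D-galactose, 5 nM enzyme; pH 8.0 HEPES/Mg2+ buffer; 60 min RT; luminescence read 10 min after detection reagent.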
Giardia killer: Small Molecules that selectively kill Giardia lamblia: qHTS. Giardia lamblia trophozoite viability. activity change, % at 7.66 µM, hits read low. 340,000 compounds, 0.15% hits. AID 540267, 2011; in the data active means activity change below about -80%; inconclusive means between about -30% and that limit;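 further: parasites exposed to compound for two days anaerobically before the ATP read; on the % scale 0 is the no-effect control and ±100 the full control effect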
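Viability, read as ATP luminescence: trophozoites at 100 cells/well, compound added, 48 hrs anaerobic at 37 deg C, then 15-30 min room-temperature development before reading.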
USP2a inh: qHTS Assay for Inhibitors of Ubiquitin-specific Protease USP2a Using CHOP2 as the Reporter. Potency, µM (series often up to 38.3 µM), without a hit: at the highest dose activity change, negative = inhibition, actives largely listed as inhibitors. Ubiquitin carboxyl-terminal hydrolase 2 (Homo sapiens), O75604. 330,000 compounds, 0.01% hits. USP2 core, Ub-CHOP2 coupled fluorogenic reporter, 485/531;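 further: potency means the concentration at half of the fitted maximal effect; plate controls were DMSO wells for no effect and full inhibition by NEM control for full effect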
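Cell-free coupled assay: 10nM USP2 core preincubated 30min RT with compound in Tris-HCl pH 8.0/CaCl2/CHAPS buffer, then 25nM Ub-CHOP2 and 25nM reporter substrate; fluorescence (Ex 485/Em 531) read after 60min RT, normalized to NEM inhibition, concentration-response curves fitted.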
Menin MLL FP TR: qHTS Assay for Inhibitors Targeting the Menin-MLL Interaction in MLL Related Leukemias: Competition With Texas Red Labeled MLL-derived Mutant Peptide | 270,000 compounds, 0.23% hits | O00255 | Menin + Texas Red MLL mutant peptide, fluorescence polarization | Potency, µM (top dose mostly 61.6 µM), without a hit: top-dose FP activity change, negative = inhibition, usual class: inhibitors; active means well fitted inhibition curve with a large enough effect in the polarisation, with a control signal flat, not every such curve was filed as active; inconclusive means small, poorly fitted or top-dose-only effect, or effect the other way, or a change in a side signal; inactive means no such curve, though single readings can be large or run the other way; the % refers to the polarisation; further: potency means the concentration at half of the fitted maximal effect; % of control where 0% means no effect; many of its hits are not listed in these tables
TRPV1 ag: HTS Assay for Compounds that Act as Agonists of the Vanilloid Receptor 1 | AID 540275, 2011 | 320,000 compounds, 0.19% hits | Transient receptor potential cation channel subfamily V member 1 (Homo sapiens), Q8NER1 | activation, % at 8.33 µM | TRPV1-expressing cells, Fluo-8 calcium influx, agonist mode; in the data active means activation above about 80%; inconclusive means between about 30% and that limit; further: 0% is about no effect
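Fluo-8 calcium influx in TRPV1-expressing cells, kinetic read (ex 480/em 520 nm). Compound added and read 3 min for agonist activity, followed by capsaicin at EC20 final and 2 min further read for enhancement.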
CXXC DNA block: qHTS Fluorescence Polarization Assay for Inhibitors of MLL CXXC domain - DNA interaction; Potency, µM (titrated, usually from 115 µM), without a hit: at the top dose activity change, negative = inhibition, usual class: inhibitors; AID 2662, 2010; 290,000 compounds, 0.037% hits; Histone-lysine N-methyltransferase 2A (Homo sapiens), Q03164; MLL-CXXC / FITC-HOXA9 DNA fluorescence polarization; active means well fitted inhibition curve with a large enough effect in the polarisation, with a control signal flat, not every such curve was filed as active; inconclusive means small, poorly fitted or top-dose-only effect, or effect the other way, or a change in a side signal; inactive means no such curve, though single readings can be large or run the other way; the % refers to the polarisation; further: potency means the concentration at half of the fitted maximal effect
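Purified MLL-CXXC (added from a 7 uM solution) was preincubated 5 min at ambient with pinned compounds in 50 mM Tris-HCl pH 7.5, 50 mM NaCl, 1 mM DTT, 0.05% BSA. Fluorescein-labeled HOX-A9 DNA (50 nM solution) followed, 30 min, then polarization read.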
PKM2 act: qHTS Assay for Activators of Human Muscle isoform 2 Pyruvate Kinase; 260,000 compounds, 0.34% hits; purified PKM2, Kinase-Glo ATP luminescence, activation; response scale: 0% is enzyme alone, no compound; Potency, µM (series often up to 57.5 µM), inactives show at the highest dose activation, actives largely listed as activators; further: potency means the concentration at half of the fitted maximal effect; on the % scale 0 is the no-effect control and ±100 the full control effect; nearly all actives have a fitted effect of over 55% in size
Target sequence (P14618 whole entry, looked up, canonical isoform): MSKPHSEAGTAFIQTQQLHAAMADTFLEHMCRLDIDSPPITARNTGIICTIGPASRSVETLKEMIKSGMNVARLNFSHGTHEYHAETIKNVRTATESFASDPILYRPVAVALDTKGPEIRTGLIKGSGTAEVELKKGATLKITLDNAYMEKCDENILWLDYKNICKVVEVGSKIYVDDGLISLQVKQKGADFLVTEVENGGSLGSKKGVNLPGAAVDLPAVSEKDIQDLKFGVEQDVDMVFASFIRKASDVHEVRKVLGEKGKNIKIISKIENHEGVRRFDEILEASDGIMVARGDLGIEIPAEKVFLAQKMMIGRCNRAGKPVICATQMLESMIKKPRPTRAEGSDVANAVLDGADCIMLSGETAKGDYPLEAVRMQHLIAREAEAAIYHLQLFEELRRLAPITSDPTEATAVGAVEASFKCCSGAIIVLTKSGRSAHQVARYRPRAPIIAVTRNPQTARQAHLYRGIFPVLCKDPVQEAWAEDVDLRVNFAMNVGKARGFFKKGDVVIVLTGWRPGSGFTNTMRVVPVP
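Purified hPK-M2 (>95% pure) converted ADP (0.1 mM final) to ATP with 0.5 mM PEP in 50 mM imidazole pH7.2, KCl, MgCl2, Tween 20, BSA; 1 h at room temperature. ATP detected by Kinase-Glo luminescence.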
* = called active by the depositor; ? = inconclusive; / = not tested or not shown; [ ] = dose if it differs, or a comment. Unless noted, the call rests on the fitted dose curve; in most records, active means well fitted curve in the direction sought with a large enough effect; inconclusive means small, poorly fitted or top-dose-only effect, or another doubt; inactive means no such curve, though single readings can be large; an effect the other way counts as inactive or inconclusive. Not all compounds are listed (hit frequency here may not be typical).

SMILES | hERG WT inh | KCNH2 3.1 inh | B2AR arrestin | FBPA coupling cs | GALK inh | Giardia killer | USP2a inh | Menin MLL FP TR | TRPV1 ag | CXXC DNA block | PKM2 act
N#CCSc1nccc(-c2cc(Cl)sc2Cl)n1 | -8 | -5 | 0.1% | 2 | 1% | -2 | 1% | 11% | -6 | -1% | 2%
CCCCN(C)C(=O)c1sc2ncn(CC)c(=O)c2c1C | 4 | 1 | / | 2 | 1% | -19 | / | 9% | -3 | -4% | -1%
CCN(CC(=O)Nc1ccc(NC(C)=O)cc1)C(=O)C1(c2ccccc2)CC1 | 2 | 21 | -0.2% | / | / | 16 | -1% | / | 0 | / | /
COC(=O)c1cc(S(=O)(=O)NCC2CCN(Cc3cc(C)ccc3C)CC2)cn1C | 9 | 0 | 0.1% | / | 0% | -8 | 3% | / | -2 | 15% | /
Cc1ccc(-n2nnnc2-c2cnc(-c3cccnc3)nc2C(F)(F)F)cc1 | 2 | 8 | 0.2% | 1 | -2% | 1 | 2% | -13% | -1 | 7% | 1%
O=C(Cn1nc2n(c1=O)-c1ccccc1SC2)N/N=C/c1ccncc1 | 1 | -2 | -0.7% | 0 | 2% | -3 | 7% | / | 2 | 3% | -1%
COCCNC(=S)N1CCN(c2nc(-c3ccccc3)cs2)CC1 | 0 | 4 | -0.2% | -3 | -2% | 6 | -2% | 17% | ? | 1% | 3%
COc1ccc(-c2cc3c(=O)n(CC(=O)NCCCc4ccccc4)ncn3n2)cc1 | 1 | 1 | -0.2% | 0 | / | 2 | 0% | -11% | -1 | / | -16%
O=C(c1ccccc1Br)N1CCn2c1nc1ccccc12 | 11 | -1 | -0.3% | 1 | 7% | -3 | 1% | -29% | 11 | 12% | 1%
O=C(CSc1nc2ccccc2c(=O)n1Cc1ccco1)NCCN1C(=O)CSC1=O | 3 | -3 | 0.0% | 9 | 1% | -12 | -2% | / | / | -4% | 13%
COC(=O)c1cc(OCC(=O)Nc2ccc3c(c2)CCC3)cc(C(=O)OC)c1 | 16 | -2 | 0.7% | / | / | 9 | 6% | / | / | / | /
CC(=NCCCNC1CCCCC1)C1=C(O)CC(C)(C)CC1=O | 33 | 8 | 0.0% | 0 | -2% | 31[activator] | -1% | ? | 1 | 0% | -2%
COc1ccccc1-n1c(CNC(=O)COc2ccccc2)n[nH]c1=S | -2 | 23 | 0.4% | -1 | 0% | 27 | 2% | -6% | -1 | -7% | -7%
COc1ccc(N2CCN(S(=O)(=O)c3cc4c5c(c3)C(C)C(=O)N5CCC4)CC2)cc1 (stereo not given) | 3 | -10 | -0.1% | / | / | 4 | -1% | / | -2 | / | /
CC(=O)N(C(C)=O)c1nc2nc(C)cc(C)n2n1 | -6 | 13 | -0.1% | 3 | -1% | -13 | -5% | 17% | 3 | ? | 8%
C=CCN(c1ccccc1OC)S(=O)(=O)c1cccc(C(=O)NCc2cccs2)c1 | -15 | 8 | 0.4% | / | / | 6 | 1% | / | 7 | / | /
CCc1c(-c2ccccc2)nc2sc3c(c2c1N)CCCC3 | -1 | 16 | 1.0% | 0 | 7% | -3 | 1% | / | 24 | 2% | -1%
COc1ccc(NC(=O)c2oc3ccccc3c2CSC)cc1S(=O)(=O)N1CCOCC1 | -7 | 12 | -0.3% | / | / | -5 | 2% | / | / | / | /
O=C(NCc1ccccc1C(F)(F)F)C1CC(c2cccc(F)c2)=NO1 (stereo not given) | 11 | -10 | -0.3% | 4 | -2% | -13 | 3% | / | 25 | 6% | -2%
Cc1cc(C)cc(C(=O)NC(CC(N)=O)c2ccc(N3CCC(Br)CC3)c([N+](=O)[O-])c2)c1 (stereo not given) | -9 | -9 | -1.2% | 2 | / | 17 | -2% | -3% | 5 | -5% | 0%
Cc1ccc(NC(=O)C(C)N2CCN(C)CC2)cc1S(=O)(=O)N1CCOCC1 (stereo not given) | 0 | 14 | -0.3% | / | / | 25 | 1% | / | -2 | / | /
O/N=C/c1ccccc1OCc1ccccc1Cl | 1 | -14 | -0.9% | 5 | 1% | -12 | -5% | 18% | 2 | 2% | -3%
COc1cc2nc(CN(C)Cc3ccc(Cl)cc3)[nH]c(=O)c2cc1OC | 0 | 8 | 0.0% | 0 | 1% | 29 | 2% | -2% | 1 | 6% | -29%
CCOC(=O)C1=C(c2ccccc2)Nc2ncnn2C1c1cccc(OC)c1OC (stereo not given) | -8 | 5 | -0.7% | 4 | 0% | 18 | 0% | -5% | 6 | 0% | -1%
CCCN1CCN(C(=O)CN2C(=O)CC(C)(C)S(=O)(=O)c3ccccc32)CC1 | 0 | -3 | -0.4% | 2 | -1% | -4 | 5% | -8% | 2 | 9% | 6%
COc1ccc(N2CCN(C3CCCN(C(=O)CN4CCCCC4=O)C3)CC2)cc1 (stereo not given) | 5 | 2 | -0.8% | 1 | 8% | -4 | 0% | 7% | 2 | 5% | -2%
CCOc1cccc(OCCOCCN(C)C)c1 | 1 | 11 | -0.1% | 4 | 2% | -4 | 1% | -6% | 0 | -5% | -6%
CS(=O)(=O)N(CC(=O)Nc1cccnc1)c1ccc2c(c1)OCO2 | -3 | 5 | 0.1% | -4 | 0% | 4 | 0% | -15% | -9 | ? | -24%
CC(=O)Nc1cccc2c1C(=O)N(c1ccc(OC(C)=O)cc1)C2=O | 7 | 5 | 0.2% | 0 | 2% | 14 | 4% | -14% | -1 | -13% | 3%
COc1ccc(C2SCC(=O)N2CCCN(C)C)cc1 (stereo not given) | 15 | 1 | -0.9% | -5 | -1% | -15 | 1% | -10% | -2 | 12% | -18%
O=C(O)c1cccc(N2C(=O)c3ccc(C(=O)c4cccc([N+](=O)[O-])c4)cc3C2=O)c1 | -12 | -2 | -0.9% | 9 | 1% | 11 | 7% | / | -3 | 14% | 3%
O=C(COC(=O)c1ccc(F)cc1F)Nc1cccc(S(=O)(=O)N2CCOCC2)c1 | 14 | -10 | -0.1% | / | / | -2 | 2% | / | 0 | / | /
Cc1ccccc1N1CCN(C2CCCN(C(=O)CCN3CCCCO3)C2)CC1 (stereo not given) | -3 | / | 0.4% | 1 | 0% | 4 | 2% | -1% | 18 | 2% | 0%
Cc1c(Cl)cccc1NC(=O)C1NC(=O)CC1c1ccccc1 (stereo not given) | 1 | -28 | -0.6% | 1 | 2% | -4 | 0% | 4% | -2 | -2% | 1%
OC1(C#CCN2CCCC2)CCCCC1 | 2 | 9 | -0.8% | 0 | 3% | -9 | 1% | 15% | 2 | -4% | -3%
CCOC(=O)CC(=O)CSc1ncnc2c1nnn2-c1ccc(OC)cc1 | -1 | -12 | -0.2% | 1 | 7% | 1 | -2% | -12% | 0 | 9% | 3%
CC(C)N(CCNC(=O)c1ccc(OCC2CCCO2)cc1)C(C)C (stereo not given) | -2 | -1 | -0.1% | -2 | 0% | 23 | 1% | 4% | -2 | 2% | 1%
CC(CO)N1CCS(=O)(=O)CC1 (stereo not given) | -8 | 1 | 0.5% | 0 | -5% | 10 | -2% | -6% | -2 | 6% | 2%
CCNC(=O)N(CC)C[C@H]1N[C@@](Cc2ccccc2)(C(=O)OC)[C@H]2C(=O)N(Cc3ccccc3)C(=O)[C@@H]12 | 15 | 7 | -0.8% | / | / | 4 | 5% | / | / | / | /
CCC(C)NC(=O)C(CCSC)NC(=O)c1ccccc1 (stereo not given) | 3 | 8 | 0.1% | 2 | 4% | -1 | -1% | 4% | 1 | -10% | 7%
Cc1ccc(C(C)C)c(OCC(=O)NNC(=O)Cc2ccc(S(=O)(=O)N3CCOCC3)s2)c1 | 2 | -10 | 4.5% | / | / | 11 | 2% | / | / | / | /
CCOC(=O)C1=C(C)OC(N)=C(C#N)C1c1cc2ccccc2nc1N1CCCCC1 (stereo not given) | 7 | 3 | 4.3% | 6 | 0% | -4 | 14% | 8% | 19 | -15% | -8%

Source: PubChem (National Center for Advancing Translational Sciences (NCATS))
